EWS-Fli inh: EWS/Fli transcriptional activity inhibition; A673 NR0B1-luciferase reporter, viability-normalised; inhibition, % at 12.6 µM; AID 651661; 350,000 tested, 0.67% active;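 active = mean inhibition of at least 50% after viability correction, with every replicate also passing that limit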;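 also: firefly luciferase signal divided by Alamar Blue viability fluorescence both relative to DMSO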
RAD54 inh: RAD54 (human) branch migration inhibition. RAD54 Holliday junction branch migration, FAM/BHQ fluorescence. inhibition, % at 10.4 µM. 360,000 tested, 0.14% active;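 active = mean normalized replicate activity at least 40 and at least half of replicates scoring 40 or more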;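 also: 0% = median of neutral control wells and 100% = median of positive control wells; inhibitors cause a drop in the FAM fluorescence signal; in these data hits start at about 50%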
Target sequence (Q92698 whole entry, looked up): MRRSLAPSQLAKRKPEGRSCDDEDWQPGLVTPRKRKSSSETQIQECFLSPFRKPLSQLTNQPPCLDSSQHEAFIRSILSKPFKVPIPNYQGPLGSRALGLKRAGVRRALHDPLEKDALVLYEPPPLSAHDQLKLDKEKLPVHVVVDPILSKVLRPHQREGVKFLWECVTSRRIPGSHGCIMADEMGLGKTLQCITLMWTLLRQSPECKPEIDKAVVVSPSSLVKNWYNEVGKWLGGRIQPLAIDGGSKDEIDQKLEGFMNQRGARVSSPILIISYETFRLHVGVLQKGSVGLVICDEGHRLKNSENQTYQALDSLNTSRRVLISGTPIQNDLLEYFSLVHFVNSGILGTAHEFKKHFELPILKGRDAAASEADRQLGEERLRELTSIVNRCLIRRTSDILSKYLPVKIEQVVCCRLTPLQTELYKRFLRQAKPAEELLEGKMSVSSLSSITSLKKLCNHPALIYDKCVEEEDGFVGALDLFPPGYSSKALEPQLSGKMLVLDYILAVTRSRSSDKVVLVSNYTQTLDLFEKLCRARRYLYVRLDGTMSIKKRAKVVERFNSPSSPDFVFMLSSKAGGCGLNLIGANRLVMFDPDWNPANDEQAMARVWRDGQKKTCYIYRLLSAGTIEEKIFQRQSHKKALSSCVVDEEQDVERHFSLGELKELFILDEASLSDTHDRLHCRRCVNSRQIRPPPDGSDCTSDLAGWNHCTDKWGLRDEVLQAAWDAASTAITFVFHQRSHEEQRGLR
esBAF inh: blocks esBAF chromatin remodeling in mouse ES cells | Bmi1-luciferase knock-in reporter, 24 h; 100% = twice the neutral-well signal | reporter increase, % at 12.5 µM | 350,000 tested, 2% active | AID 602393; in the data active = activation above about 40%;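 also: 0% = median of the plate's neutral control wells and 100% = double that signal; a rise in the Bmi1 reporter signal indicates esBAF inhibition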
S100A4 inh HTS: S100A4-myosin IIA interaction inhibition | P26447 | S100A4/TAMRA-MyoIIA peptide fluorescence polarization | inhibition, % at 10.7 µM | 360,000 tested, 0.14% active;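 active = mean inhibition of at least 70% across replicates, with every replicate also reaching that level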
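assay system = human S100A4 monomer with TAMRA-labelled myosin IIA peptide | also added = labelled myosin peptide probe, 5 nM | incubation = 5 min between mix addition and reading | control set = DMSO and TFP controls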
XiGFP reactiv: activators of X-chromosome reactivation in mouse fibroblasts; 360,000 tested, 0.055% active; AID 743238; XiGFP mouse fibroblasts, % GFP-positive cells imaging, 3 d; cells co-treated with 5-aza-dC sensitizer; scaled so ellipticine positive control = 100%; activation, % at 7.58 µM;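 active = mean normalized replicate activation at least 10% and every replicate at or above 10%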;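 also: 0% = median of on-plate neutral control wells and 100% = ellipticine 6 µM median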
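System: XiGFP fibroblasts, SV40-immortalized. Medium: DMEM plus 5-aza-dC sensitizer. Doses: single point. Timing: 3 d treatment, 15 min room-temperature fixation. Control set: ellipticine 6 µM.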
FN deposit inh: fibronectin deposition inhibition | AH1F fibroblasts, Alexa488-fibronectin deposition fluorescence, overnight | inhibition, % at 12.6 µM | 350,000 tested, 0.086% active;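 active = mean inhibition across replicates of 30% or more, regardless of how many single replicates reach that level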;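 also: positive control wells lacked labelled fibronectin entirely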
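Assay system: AH1F fibroblasts assembling fluorescent fibronectin matrix; Amount: 10000 AH1F cells per well; Buffer or medium: DMEM, 2% serum; Probe or stimulus: Alexa488-fibronectin, 24 nM final in well; Doses: single compound dose, delivered by pin transfer; Incubation: 1 h adhesion, overnight exposure; Measured by: fluorescence 485/525 nm; Read-out: fibronectin deposition inhibition.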
RAD52 anneal inh: RAD52 (human) annealing inhibition; 360,000 tested, 0.46% active; AID 651710; inhibition, % at 18.7 µM; P43351; recombinant RAD52 DNA annealing, FRET fluorescence;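 active = every replicate showing at least 50% inhibition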
E-sel inducer: induces E-selectin expression in human endothelial cells. P16581. HUVEC E-selectin immunofluorescence imaging; normalized: neutral wells 0, TNF-alpha wells 100. activation, % at 7.58 µM. 260,000 tested, 0.37% active. AID 686992;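 active = mean E-selectin-positive cell signal at least 10% of the positive control, reached in at least 60% of replicates, without over 20% cell loss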;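 also: in these data hits start at about 27%; measured in HUVEC primary endothelial cells; signal is the percent of cells scored E-selectin positive by PE staining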
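System: HUVEC / Compound: single concentration / Signal: immunofluorescence imaging / Read-out: percent E-selectin-positive cells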
* hit, by the source's call; . = no result given.

1: CN1C(C(=O)Nc2ccc(F)cc2F)=CC(c2cccs2)=NS1(=O)=O
2: O=C(NCCc1ccccc1Cl)C1CCC(=O)N(Cc2cccc(C(F)(F)F)c2)C1 (stereo not given)
3: CC1Sc2ccc(S(=O)(=O)N(C)Cc3ccccc3)cc2NC1=O (stereo not given)
4: Cc1ccc2nc(-c3ccc(Cl)cc3)c(Cc3ccccc3C(F)(F)F)n2c1
5: CCCNC(=O)N(C)C[C@@H]1Oc2ncc(-c3ccccc3)cc2C(=O)N([C@H](C)CO)C[C@@H]1C

Assay by compound,1,2,3,4,5
esBAF inh,1.5,2.1,4.4,49.6*,-3.7
XiGFP reactiv,0.0,0.2,0.2,0.1,-1.2
EWS-Fli inh,5.9,-1.1,.,-75.4,-2.3
FN deposit inh,-1.5,0.6,-2.6,0.3,3.2
RAD52 anneal inh,10.7,-18.0,-17.1,-28.1,9.8
E-sel inducer,-0.3,-0.8,.,-1.9,0.6
S100A4 inh HTS,-1.3,-1.3,1.7,5.7,1.8
RAD54 inh,-11.0,-13.9,2.9,1.0,6.0

6: COc1ccc(S(=O)(=O)N2CCN(C(=O)c3cc4c(s3)CCC4)CC2)cc1
7: Cn1cnc(S(=O)(=O)N[C@H]2CC[C@@H](CC(=O)Nc3ccccc3)O[C@H]2CO)c1
8: CCCNC(=O)NC[C@@H]1[C@@H](c2ccc(C3=CCCCC3)cc2)[C@H](CO)N1C(C)=O
9: O=C(OCn1nnc2ccccc2c1=O)c1ccc2ncsc2c1
10: CC(=O)c1ccc(N2C(=NC(=O)CCC3CCCC3)SC3CS(=O)(=O)CC32)cc1 (stereo not given)

Assay by compound,6,7,8,9,10
esBAF inh,-4.0,3.7,-3.7,12.0,-3.7
XiGFP reactiv,0.3,0.1,0.4,.,0.2
EWS-Fli inh,2.4,2.9,6.5,.,.
FN deposit inh,-7.1,-8.2,-11.7,0.2,12.9
RAD52 anneal inh,-19.7,-1.3,-62.7,.,-13.1
E-sel inducer,0.0,1.0,0.1,0.0,.
S100A4 inh HTS,1.7,1.3,-3.0,.,3.8
RAD54 inh,4.4,-11.7,0.9,3.1,-9.3

Single records (already shown):
`Cn1cnc(S(=O)(=O)N[C@H]2CC[C@@H](CC(=O)Nc3ccccc3)O[C@H]2CO)c1` across the screens: esBAF inh = 3.7; XiGFP reactiv = 0.1; EWS-Fli inh = 2.9; FN deposit inh = -8.2; RAD52 anneal inh = -1.3; E-sel inducer = 1.0; S100A4 inh HTS = 1.3; RAD54 inh = -11.7
`CCCNC(=O)NC[C@@H]1[C@@H](c2ccc(C3=CCCCC3)cc2)[C@H](CO)N1C(C)=O` across the screens: esBAF inh = -3.7; XiGFP reactiv = 0.4; EWS-Fli inh = 6.5; FN deposit inh = -11.7; RAD52 anneal inh = -62.7; E-sel inducer = 0.1; S100A4 inh HTS = -3.0; RAD54 inh = 0.9
`CC(=O)c1ccc(N2C(=NC(=O)CCC3CCCC3)SC3CS(=O)(=O)CC32)cc1` (stereo not given) across the screens: esBAF inh = -3.7; XiGFP reactiv = 0.2; EWS-Fli inh = .; FN deposit inh = 12.9; RAD52 anneal inh = -13.1; E-sel inducer = .; S100A4 inh HTS = 3.8; RAD54 inh = -9.3

(more compounds)
11: N#CC(C(=O)c1ccc(S(=O)(=O)N2CCCCCC2)cc1)c1nc2ccccc2[nH]1 (stereo not given)
12: CCn1c(SCC(=O)NCCc2ccccc2)nc2sc3c(c2c1=O)CCN(C)C3
13: Cn1cnc(S(=O)(=O)N[C@@H]2C=C[C@@H](CC(=O)NCC3CCCCC3)O[C@@H]2CO)c1
14: COc1ccc(-c2csc(NC(=O)c3cc(C)oc3C)n2)cc1OC
15: Cc1cccc(C)c1N1CCN(c2cc(Cl)nc(N)n2)CC1

Assay by compound,11,12,13,14,15
esBAF inh,15.6,-7.3,-0.4,-4.1,-3.7
XiGFP reactiv,.,0.1,0.1,-0.1,0.3
EWS-Fli inh,.,-0.4,-5.2,.,-0.2
FN deposit inh,.,-4.7,-13.6,6.8,-3.5
RAD52 anneal inh,-21.1,-14.4,0.0,-49.0,-26.4
E-sel inducer,.,4.2,-0.3,0.0,-0.3
S100A4 inh HTS,-1.3,30.5,-2.2,-5.1,9.4
RAD54 inh,-1.0,23.9,-2.4,2.5,-12.1

16: CO[C@@H]1CN(C)C(=O)c2ccc(NC(=O)CC(F)(F)F)cc2OC[C@H](C)N(C(=O)C2CC2)C[C@H]1C
17: COc1cc(CNn2cn[nH]c2=S)ccc1OCC(=O)NC(C)(C)C
18: Cc1cccc(-c2ccc([C@H]3[C@H](CO)N4CCCCN(CCC(F)(F)F)C[C@@H]34)cc2)c1
19: Cc1ccc(C(=O)Nc2ncccc2O)o1
20: Cc1ccc(C(=O)N2c3ccccc3OCC2C)cc1 (stereo not given)

Assay by compound,16,17,18,19,20
esBAF inh,.,-1.8,.,6.8,1.1
XiGFP reactiv,-0.4,0.0,0.0,-0.2,0.1
EWS-Fli inh,.,-12.1,7.9,-23.4,7.0
FN deposit inh,-1.4,4.1,.,-4.7,0.9
RAD52 anneal inh,-85.2,-10.7,7.8,-7.9,-3.4
E-sel inducer,-0.2,.,-0.4,-0.3,.
S100A4 inh HTS,-36.8,-1.3,2.3,15.0,-6.1
RAD54 inh,.,-3.8,9.8,0.5,-5.6

21: C[C@H]1[C@@H](c2ccccc2)Oc2ccc(Cl)cc2S(=O)(=O)N1Cc1cccc(F)c1
22: CN1C(=O)c2cc(NC(=O)c3cnccn3)ccc2OC[C@@H]2O[C@@H](CC(=O)O)CC[C@@H]21
23: O=C(NCc1cccnc1)Nc1ccccc1
24: Cc1noc(C)c1S(=O)(=O)Nc1cccc2c1O[C@H](CN(C)S(=O)(=O)c1cn(C)cn1)[C@H](C)CN([C@@H](C)CO)C2=O
25: Cc1cccc(C=NOCCc2ccccc2)n1

Assay by compound,21,22,23,24,25
esBAF inh,.,-4.5,2.4,2.1,65.8*
XiGFP reactiv,0.0,-0.1,0.0,0.0,-0.1
EWS-Fli inh,2.9,4.9,12.0,-9.2,-116.6
FN deposit inh,2.0,-6.8,-11.9,.,0.7
RAD52 anneal inh,-6.4,5.8,-5.6,-36.8,-15.3
E-sel inducer,-1.4,-0.1,.,-0.3,0.1
S100A4 inh HTS,-0.7,-1.0,-0.3,-4.3,-1.7
RAD54 inh,.,-3.4,-4.0,-2.7,.

26: O=C(NCc1nnnn1-c1ccc(Cl)cc1)c1ccc2c(c1)OCO2
27: COc1ccc(NC(=O)CCNS(=O)(=O)c2cccc3nsnc23)c(OC)c1
28: O=C(CC(F)(F)F)N1C[C@@H]2[C@H](c3ccccc31)[C@@H](CO)N2C(=O)Cc1cccnc1
29: Cc1cc(OCc2cc(C(=O)N(C)C(C)c3ccccn3)no2)cc(C)c1Cl (stereo not given)
30: Cc1nc2c(sc3nc(N4CCOCC4)c4c(c32)CC(C)(C)OC4)c(-c2ccccc2)c1C(=O)O
31: COCCSc1nnc(NC(=O)c2ccc(NC(C)=O)cc2)s1

Assay by compound,26,27,28,29,30,31
esBAF inh,1.5,-2.3,-0.5,57.2*,-1.6,1.2
XiGFP reactiv,0.0,0.2,0.4,0.0,0.1,0.0
EWS-Fli inh,0.2,-4.6,-1.5,-81.8,43.6,0.5
FN deposit inh,0.7,3.3,.,-2.5,-4.6,-2.0
RAD52 anneal inh,-0.5,-21.4,-44.8,-17.3,-61.3,10.0
E-sel inducer,0.4,.,-0.3,.,.,.
S100A4 inh HTS,-0.4,-0.1,6.2,-9.8,-5.8,2.5
RAD54 inh,11.5,-3.8,-21.2,0.7,.,0.8

Source: PubChem (Broad Institute)
